Bioassay records from PubChem.
TRPN1 ag: activates the zebrafish TRPN1 channel. HEK293 zebrafish TRPN1-YFP, Fluo-8 calcium fluorescence; 100% = response to 87 µM carbachol. activation, % at 3 µM. hit rate 0.18% among 220,000. AID 1424;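 active means activation above its plate's cutoff, the mean activation of test wells on that plate plus 3 SD, cut at about 19% in these data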;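 further: 0% = DMSO alone and 100% = 87 µM carbachol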
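Material: zebrafish TRPN1-YFP in HEK293 cells. Doses: one dose of 3 µM, 0.3% DMSO. Incubation: dye 1 h 37 °C plus 30 min RT. Measured by: intracellular calcium fluorescence with Fluo-8.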
S1P4 ag: agonists of human S1P4 receptor | O95977 | S1P4-expressing cell line, agonist reporter assay | activation, % at 4.98 µM | hit rate 0.35% among 220,000; in the data active means activation above about 11%;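 further: 0% = DMSO vehicle and 100% = reference agonist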
Target sequence (O95977 whole entry, looked up): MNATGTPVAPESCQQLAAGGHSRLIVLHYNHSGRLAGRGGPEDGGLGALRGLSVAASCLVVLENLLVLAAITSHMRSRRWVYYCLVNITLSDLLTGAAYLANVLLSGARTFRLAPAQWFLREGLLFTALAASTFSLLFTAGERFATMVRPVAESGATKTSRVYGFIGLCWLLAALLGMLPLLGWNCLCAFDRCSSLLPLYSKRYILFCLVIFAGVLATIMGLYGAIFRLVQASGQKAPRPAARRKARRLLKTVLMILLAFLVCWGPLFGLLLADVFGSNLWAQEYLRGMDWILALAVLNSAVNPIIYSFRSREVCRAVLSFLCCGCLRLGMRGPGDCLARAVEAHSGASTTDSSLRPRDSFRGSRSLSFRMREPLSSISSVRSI
EP2 mod: modulators of human EP2 prostaglandin E2 receptor; P43116; EP2-expressing cells, cAMP HTRF FRET, PGE2 co-stimulation; induction, % at 25 µM; hit rate 0.83% among 260,000;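 active means compounds whose cAMP rise, as percent of the full-agonist control response, exceeds 60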;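 further: rat C6 glioma line stably carrying human EP2 under a CMV promoter; the protocol text gives 20 µM as final concentration; 100% = response of wells given 1 µM PGE2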
Target sequence (P43116 whole entry, looked up): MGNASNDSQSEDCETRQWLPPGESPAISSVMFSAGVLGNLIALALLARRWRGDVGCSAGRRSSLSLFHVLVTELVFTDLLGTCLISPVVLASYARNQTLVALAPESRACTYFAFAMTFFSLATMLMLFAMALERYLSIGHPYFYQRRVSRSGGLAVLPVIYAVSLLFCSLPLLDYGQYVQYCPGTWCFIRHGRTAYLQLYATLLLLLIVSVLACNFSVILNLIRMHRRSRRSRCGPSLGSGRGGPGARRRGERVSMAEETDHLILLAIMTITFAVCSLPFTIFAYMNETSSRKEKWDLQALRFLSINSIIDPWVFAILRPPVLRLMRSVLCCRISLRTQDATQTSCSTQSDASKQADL
CHOP inhibitor: CHOP inhibition in unfolded protein response | AID 2732 | inhibition, % at 10 µM | CHO-K1 CHOP-promoter luciferase, tunicamycin-induced, 15-18 h | hit rate 3.8% among 220,000;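 active means compounds that reduced the stress-induced luciferase reporter signal by more than about 70% of percent inhibition, limit read from the data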;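 further: 0% = tunicamycin plus vehicle and 100% = wells without tunicamycin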
NPY-Y2 PAM-ag: human NPY-Y2 potentiation or agonism, primary screen. hit rate 0.45% among 220,000. P49146. cells expressing NPY-Y2, potentiator/agonist read-out. activation, % at 3.6 µM. AID 1359; in the data active means activation above about 27%;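 further: cells stimulated with NPY near EC25 plus isoproterenol at EC100; 0% = vehicle plus submaximal agonist and 100% = vehicle plus saturating agonist; some results beyond the cut were filed as inactive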
TRPML3 ag: agonists of human TRPML3 channel | Q8TDD5 | HEK293 TRPML3-YFP, Fluo-8 calcium fluorescence; 100% = the carbachol control signal | activation, % at 3 µM | hit rate 0.29% among 220,000;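 active means activation above its plate's cutoff, the mean activation of the plate's test wells plus 3 SD, cut at about 12% in these data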;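 further: 0% = DMSO only wells and 100% = carbachol wells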
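system = HEK293 cells stably carrying human TRPML3-YFP | doses = one concentration, 3 µM nominal, 0.3% DMSO | timing = dye loading 1 h 37 °C then 30 min ambient, 125 s read | detection = Fluo-8 calcium dye fluorescence, ex 470-495, em 515-575 nm | benchmarks = high control carbachol 87 µM, low control DMSO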
NPY-Y1 PAM-ag: potentiators or agonists of human neuropeptide Y receptor Y1 | NPY-Y1 expressing cells, potentiator/agonist activation | hit rate 0.37% among 220,000 | activation, % at 3.6 µM; in the data active means activation above about 33%, passing the limit was not always enough;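 further: cells stimulated with NPY at EC10 then isoproterenol at EC100; 0% = low agonist plus stimulus and 100% = saturating agonist plus stimulus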
S1P4 antag: antagonists of human S1P4 receptor; inhibition, % at 4.98 µM; O95977; hit rate 0.26% among 220,000; S1P4-expressing cells, antagonist mode, reporter read-out; in the data active means inhibition above about 29%;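 further: 0% = wells stimulated with agonist and 100% = vehicle wells without agonist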
NPY-Y1 antag: antagonists of human neuropeptide Y receptor Y1. P25929. HEK293-CNG Y1 cells, membrane potential fluorescence; NPY at EC95, then isoproterenol. AID 1040. hit rate 1% among 200,000. inhibition, % at 3.6 µM;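 active means inhibition above the campaign mean inhibition of all tested compounds plus 3 SD, cut at about 20% in these data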;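 further: 0% = DMSO wells given NPY plus isoproterenol and 100% = isoproterenol alone without NPY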
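System: HEK293 cells with Y1 receptor plus CNG channel / Probe or stimulus: NPY 25 nM then isoproterenol 1 µM plus Ro 20-1724 25 µM / Compound: one concentration, 3.6 µM, in 0.4% DMSO / Schedule: compound incubation 1 h at room temperature, readout 45 min post-stimulation / Measured by: membrane potential fluorescence / Read-out: % inhibition of NPY effect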
Active calls of the source: *; · = not tested or not shown. Compounds as they come, and some 6.5% of all compounds hit somewhere here.

Letters: A = TRPN1 ag; B = S1P4 ag; C = EP2 mod; D = CHOP inhibitor; E = NPY-Y2 PAM-ag; F = TRPML3 ag; G = NPY-Y1 PAM-ag; H = S1P4 antag; I = NPY-Y1 antag
1: Nc1nc(SCc2ccccc2Cl)[nH]c(=O)c1-c1ccccc1
  A: -1.0	B: -0.9	C: 2	D: 46	E: -10	F: -0.3	G: -25	H: 8	I: 4

2: COCCN1CCc2[nH]c(=S)[nH]c(=O)c2C1
  A: 0.1	B: 0.3	C: 16	D: -2	E: -1	F: 0.5	G: -7	H: -16	I: 0

3: Cc1cccc(C)c1NC(=O)CSc1cc(C(=O)c2nccn2C)c2ccccc2n1
  A: 1.4	B: 0.5	C: 38	D: 8	E: 5	F: 0.7	G: -1	H: -79	I: -1

4: CCCn1c(O)c(/C=C2\C=NN=C2c2ccccc2)sc1=S
  A: -0.5	B: 1.4	C: -14	D: 13	E: 19	F: -0.1	G: 5	H: -15	I: -13

5: O=C(ONC1=NCCCCC1)c1ccc([N+](=O)[O-])cc1
  A: 1.1	B: 0.4	C: -12	D: 11	E: 4	F: 0.7	G: 6	H: 2	I: 10

6: CC(C)NC(=O)CSc1nc2ccccc2n1CC(=O)N1CCc2ccccc21
  A: 0.3	B: 0.4	C: -4	D: 6	E: -9	F: 0.5	G: 13	H: 12	I: -1

7: COC(=O)c1cc(NC(=O)CC2C(=O)NCCN2C(=O)c2ccc(F)cc2)cc(C(=O)OC)c1 (configuration not stated)
  A: 1.1	B: 5.0	C: -4	D: -20	E: -19	F: 0.7	G: 4	H: 8	I: 0

8: Cc1oc(-c2ccccc2)cc1C(=O)Nc1ccc2ccccc2c1
  A: 0.7	B: 0.9	C: 1	D: 59	E: 2	F: 1.4	G: 10	H: -1	I: 1

9: CCOC(=O)C1=C(N)n2c(s/c(=C\c3ccco3)c2=O)=C(C(=O)OC(C)C)C1c1ccco1 (configuration not stated)
  A: 0.3	B: 0.0	C: -17	D: -16	E: -17	F: 0.1	G: 0	H: 12	I: 1

10: COc1ccc(N=CC2=C(O)CC(C)(C)CC2=O)cc1
  A: 0.8	B: 1.1	C: 4	D: 34	E: 0	F: 1.3	G: -3	H: -8	I: 10

7 compounds from above, ordered by the value under S1P4 ag, ascending.
nr	compound	S1P4 ag	EP2 mod	CHOP inhibitor	NPY-Y2 PAM-ag	TRPML3 ag	NPY-Y1 PAM-ag	S1P4 antag	NPY-Y1 antag
1	Nc1nc(SCc2ccccc2Cl)[nH]c(=O)c1-c1ccccc1	-0.9	2	46	-10	-0.3	-25	8	4
2	COCCN1CCc2[nH]c(=S)[nH]c(=O)c2C1	0.3	16	-2	-1	0.5	-7	-16	0
3	Cc1cccc(C)c1NC(=O)CSc1cc(C(=O)c2nccn2C)c2ccccc2n1	0.5	38	8	5	0.7	-1	-79	-1
8	Cc1oc(-c2ccccc2)cc1C(=O)Nc1ccc2ccccc2c1	0.9	1	59	2	1.4	10	-1	1
10	COc1ccc(N=CC2=C(O)CC(C)(C)CC2=O)cc1	1.1	4	34	0	1.3	-3	-8	10
4	CCCn1c(O)c(/C=C2\C=NN=C2c2ccccc2)sc1=S	1.4	-14	13	19	-0.1	5	-15	-13
7	COC(=O)c1cc(NC(=O)CC2C(=O)NCCN2C(=O)c2ccc(F)cc2)cc(C(=O)OC)c1 (configuration not stated)	5.0	-4	-20	-19	0.7	4	8	0

(listing goes on)
Letters: A = TRPN1 ag; B = S1P4 ag; C = EP2 mod; D = CHOP inhibitor; E = NPY-Y2 PAM-ag; F = TRPML3 ag; G = NPY-Y1 PAM-ag; H = S1P4 antag; I = NPY-Y1 antag
11: Nc1c(Cl)c(Cl)nc(C(=O)N/N=C/c2cccnc2)c1Cl
  A: 2.4	B: -0.2	C: -24	D: 24	E: -2	F: 1.0	G: -3	H: -6	I: ·

12: Cc1nc2ccccc2n1CC(=O)N1CC(=O)Nc2ccccc21
  A: 0.3	B: -4.0	C: 14	D: 21	E: 26	F: -0.1	G: 1	H: -4	I: 0

13: Cn1cc(SCC(=O)NCCc2ccccc2)c2ccccc21
  A: -1.7	B: 0.0	C: -49	D: 7	E: 5	F: 0.2	G: -24	H: -2	I: 5

14: COc1ccc(CCN2CC(C(=O)NCc3ccc(F)cc3)CC2=O)cc1OC (configuration not stated)
  A: 1.0	B: 0.6	C: 17	D: -25	E: 0	F: 0.9	G: 7	H: 6	I: ·

15: Cc1cc(C)n(-c2ccc(C(=O)OCC(=O)N(CC(C)C)C3CCS(=O)(=O)C3)cc2)n1 (configuration not stated)
  A: 2.3	B: -1.9	C: -5	D: 10	E: -8	F: 0.9	G: 12	H: 5	I: 0

16: COc1cc(OC)nc(/N=C/NO)n1
  A: 0.1	B: -0.7	C: 3	D: -3	E: 3	F: 0.2	G: 20	H: -2	I: ·

17: CCCc1nc(N)sc1C(=O)OCC
  A: -0.1	B: -1.0	C: -5	D: 16	E: -5	F: 0.1	G: -1	H: -16	I: 7

18: O=C(CNS(=O)(=O)c1ccc(Br)s1)NCC1COc2ccccc2O1 (configuration not stated)
  A: 1.3	B: 1.0	C: -3	D: 40	E: -10	F: 1.0	G: 8	H: -6	I: 4

19: Cc1ccc(/C=N/NC(=O)C2=NNC(c3ccccc3)(c3ccccc3)C2)c(O)c1
  A: -1.2	B: -0.5	C: -10	D: 59	E: -17	F: -0.3	G: -5	H: 9	I: 10

20: O=C(NCc1ccc2c(c1)OCO2)Nc1ccc2nsnc2c1
  A: -1.5	B: -1.2	C: -46	D: 27	E: -8	F: -0.4	G: 8	H: -3	I: -3

3 entries picked at random from those above, as already listed:
Letters: A = TRPN1 ag; B = S1P4 ag; C = EP2 mod; D = CHOP inhibitor; E = NPY-Y2 PAM-ag; F = TRPML3 ag; G = NPY-Y1 PAM-ag; H = S1P4 antag; I = NPY-Y1 antag
11: Nc1c(Cl)c(Cl)nc(C(=O)N/N=C/c2cccnc2)c1Cl
  A: 2.4	B: -0.2	C: -24	D: 24	E: -2	F: 1.0	G: -3	H: -6	I: ·

16: COc1cc(OC)nc(/N=C/NO)n1
  A: 0.1	B: -0.7	C: 3	D: -3	E: 3	F: 0.2	G: 20	H: -2	I: ·

15: Cc1cc(C)n(-c2ccc(C(=O)OCC(=O)N(CC(C)C)C3CCS(=O)(=O)C3)cc2)n1 (configuration not stated)
  A: 2.3	B: -1.9	C: -5	D: 10	E: -8	F: 0.9	G: 12	H: 5	I: 0

(next part)
Letters: A = TRPN1 ag; B = S1P4 ag; C = EP2 mod; D = CHOP inhibitor; E = NPY-Y2 PAM-ag; F = TRPML3 ag; G = NPY-Y1 PAM-ag; H = S1P4 antag; I = NPY-Y1 antag
21: CNC(=S)N(Cc1ccccc1)Cc1cccnc1
  A: 1.8	B: 0.3	C: -8	D: -21	E: 3	F: 0.8	G: -9	H: -8	I: ·

22: COc1ccc(Oc2c(-c3ccc(O)cc3O)n[nH]c2C)cc1
  A: 0.6	B: 1.3	C: -1	D: 30	E: -6	F: 0.4	G: -20	H: 4	I: 83*

23: COc1cccc(/C=N/n2c(N)nc3ccccc32)c1OC
  A: -0.8	B: 2.0	C: -14	D: 14	E: -3	F: -0.7	G: -23	H: -17	I: 2

24: CCOC(=O)c1ccccc1NC1c2ccccc2C(=O)N1c1ccc(C)cn1 (configuration not stated)
  A: -1.3	B: -0.5	C: 52	D: 85*	E: 8	F: 1.1	G: -22	H: -2	I: 2

25: O=C(/C=C/c1ccco1)N1CCc2ccccc21
  A: -2.0	B: 1.6	C: -21	D: 13	E: 6	F: 0.1	G: 12	H: -11	I: 4
